High-throughput results (PubChem)
SW480 rerep: inducers of DNA re-replication in SW480 colon cancer cells; SW480 DNA re-replication, Hoechst DNA content imaging, 48 h; Potency, µM (doses to about 46.1 µM), inactives show top-dose re-replication activation, most hits filed as activators; 340,000 compounds, 1.8% hits; note: % of control where 0% means no effect; nearly all actives have a fitted effect of over 55% in size
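Hoechst fluorescence of nuclei (405 nm excitation, 500-530 nm emission) measured by plate-scanning imager after 48 hr compound exposure at 37 C; re-replication scored as increased number of nuclei with elevated intensity.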
MCF10A rereplic: induces DNA re-replication in MCF 10a normal breast cells; AID 624296; 350,000 compounds, 2.9% hits; MCF 10A DNA re-replication, Hoechst nuclear intensity, 48 h; Potency, µM (top dose mostly 46.1 µM), inactives show top-dose activity, positive = re-replication, actives largely listed as activators; note: % of control where 0% means no effect; nearly all actives have a fitted effect of over 50% in size
Starred values were filed as active, the others as inactive; ? = inconclusive; · = no result given; [ ] = another dose, or the depositor's remark. Calls come from the whole dose curve; as a rule, active = well fitted activation curve with a large enough effect; inconclusive = small, poorly fitted or top-dose-only effect; inactive = no such curve, though single readings can be large or run the other way. Potency is the fitted concentration of half-maximal effect.

SMILES	SW480 rerep	MCF10A rereplic
C/C1=C2N=C(/C=C3N=C(/C(C)=C4\[N-]C(C)(C5N=C1C(C)(CCC(=O)NCC(C)OP(=O)([O-])O[C@H]1C(O)C(n6cnc7cc(C)c(C)cc76)O[C@@H]1CO)C5CC(N)=O)C(C)(CC(N)=O)C4CCC(N)=O)C(C)(CC(N)=O)C\3CCC(N)=O)C(C)(C)C/2CCC(N)=O.[CH2-]C1OC(n2cnc3c(N)ncnc32)C(O)C1O.[Co] (stereo not given in full)	·	1%
FC(F)(F)COCC(F)(F)F	-1%	-2%
Cc1cc(=O)c(C(=O)N[C@@H](C(=O)N[C@@H]2C(=O)N3C(C(=O)O)=C(CSc4nnnn4C)CS[C@H]23)c2ccc(O)cc2)c[nH]1	0%	-2%
CNc1cc(OC)c(C(=O)N[C@@H]2CCN(Cc3ccccc3)[C@H]2C)cc1Cl	2%	1%
Cc1cccc(CSc2nc3ccncc3n2CC(=O)Nc2ccc(C)c(C)c2)c1	-4%	18%
O.O.O.O=S(=O)([O-])OC[C@H]1O[C@@H](O[C@]2(COS(=O)(=O)[O-])O[C@H](OS(=O)(=O)[O-])[C@@H](OS(=O)(=O)[O-])[C@@H]2OS(=O)(=O)[O-])[C@H](OS(=O)(=O)[O-])[C@@H](OS(=O)(=O)[O-])[C@@H]1OS(=O)(=O)[O-].[Al]	-7%	1%
CCCCNS(=O)(=O)c1ccc2nc(-c3cccs3)cc(C(=O)NCC(OC)OC)c2c1	5%	-20%
CCOC(=O)Cc1ccc(-c2ccccc2)cc1	4%	3%
CCN(CC)c1ccc(/C=N/NC(=O)C(O)(c2ccccc2)c2ccccc2)o1	?	7.3µM*
CC(C)c1nc(N(C)S(C)(=O)=O)nc(-c2ccc(F)cc2)c1/C=C/C(O)CC(O)CC(=O)O (stereo not given)	?	0%
O=C(c1cc2ccccc2c(=O)o1)N1CCCC1	-6%	0%
CN1C(C(=O)Nc2ccccn2)C(=O)c2sc(Cl)cc2S1(=O)=O (stereo not given)	-10%	-3%
C/C1=C2/[N-]C(C(CC(N)=O)[C@@]2(C)CCC(=O)NCC(C)OP(=O)([O-])O[C@H]2[C@@H](O)[C@@H](n3cnc4cc(C)c(C)cc43)O[C@@H]2CO)[C@]2(C)N=C(/C(C)=C3N=C(/C=C4N=C1C(CCC(N)=O)C\4(C)C)[C@@H](CCC(N)=O)[C@]\3(C)CC(N)=O)[C@@H](CCC(N)=O)[C@]2(C)CC(N)=O.CC(=O)O.[Co] (stereo not given in full)	0%	-4%
COC(=O)[C@@]1(Cc2ccc(OC)cc2)[C@H]2c3cc(C(=O)N4CCCC4)n(CCc4c[nH]c5ccc(O)cc45)c3C[C@H]2CN1C(=O)c1ccccc1	17%	5%
CC(=O)Nc1c(I)c(C(=O)N[C@H]2[C@@H](O)[C@H](O)[C@H](CO)O[C@@H]2O)c(I)c(N(C)C(C)=O)c1I	-3%[20.6 µM]	-2%[20.6 µM]
OCCN1CCN(CCC=C2c3ccccc3Sc3ccc(Cl)cc32)CC1	0%[20.6 µM]	-2%[20.6 µM]
Cc1ccc(S(=O)(=O)NC(=O)c2ccc(-c3ccc(-c4ccccc4)cc3)o2)c(C)c1	-4%	?
COc1ccc(CC(NC(C)=O)C(=O)NC2CCN(c3c(Cc4ccccc4)c(C)nc4ncnn34)CC2)cc1OC (stereo not given)	0%	6%
O=C(NCc1ccco1)c1ccc2c(=O)n(-c3ccccc3)c(=O)n(Cc3cccc(F)c3)c2c1	-8%	5%
O=C(O)c1cc(O)c2c(c1)[C@H]([C@H]1c3cc(C(=O)O)cc(O)c3C(=O)c3c(O[C@@H]4OC(CO)C(O)C(O)C4O)cccc31)c1cccc(O[C@@H]3OC(CO)C(O)C(O)C3O)c1C2=O (stereo not given in full)	-3%	-7%
S=C=Nc1ccc(N=C=S)cc1	-13%	-1%
COC(=O)[C@@H]1[C@@H]2C[C@H]3c4[nH]c5ccccc5c4CCN3C[C@@H]2CC[C@@H]1O	0%	-1%
CC(C)N1CCN(c2ccc(OC[C@@H]3CO[C@@](Cn4cncn4)(c4ccc(Cl)cc4Cl)O3)cc2)CC1	-9%[20.6 µM]	?
C/C(CCN1CCCCc2nc(C)c(C)cc21)=N\O[C@@H](C)CN1CCCCc2nc(C)c(C)cc21	?	23µM*
CCN(CC)CCCNC(=O)c1ccc2c(SCC(=O)O)c3c(nc2c1)CCC3	1%	-20%
Cc1cncc(C(=O)O)[n+]1[O-]	10%	-7%
O=C(O)c1cc2cc(Cc3cccnc3)ccc2o1	-1%	-2%
O=C(CNS(=O)(=O)c1ccc(Br)cc1)OCc1cc(=O)n2cc(Br)ccc2n1	-12%	2%
C=NC(C(=O)NC1C(=O)N2C1SC(C)(C)C2C(=O)O)c1ccccc1 (stereo not given)	-2%	9%
C/C(=C(/CCOC(=O)C(C)C)SS/C(CCOC(=O)C(C)C)=C(\C)N(C=O)Cc1cnc(C)nc1N)N(C=O)Cc1cnc(C)nc1N	-3%	2%
CCCCO	-4%	3%
O=C(O)CCC/C=C\C[C@@H]1[C@@H](/C=C/[C@@H](O)COc2cccc(C(F)(F)F)c2)[C@H](O)C[C@@H]1O	2%	-3%
O=C(O)CCCC/C=C(\c1ccccc1)c1cccnc1	-4%	-3%
O=C(O)[C@H]1C(=CCO)O[C@H]2CC(=O)N12	-5%	-3%
Cc1sc2nc(CN3CCC(C)CC3)nc(Cl)c2c1C	19%	15%
C[C@]12CC[C@@H]3c4ccc(O)cc4CC[C@H]3[C@@H]1C[C@H](O)C2O (stereo not given in full)	-1%	3%
COc1ccc2c(c1)O[C@@H](c1cccc(C(F)(F)F)c1)[C@H](O)C2=O	21µM*	7%
COc1ccc(C[C@@H]2c3cc(OC)c(OC)cc3CC[N@+]2(C)CCC(=O)OCCCCCOC(=O)CC[N@@+]2(C)CCc3cc(OC)c(OC)cc3[C@H]2Cc2ccc(OC)c(OC)c2)cc1OC	8%[20.6 µM]	0%[20.6 µM]
C=CCN1CCCC1CNC(=O)c1cc(S(N)(=O)=O)cc(OC)c1OC (stereo not given)	0%	7%
CCSc1nnc(NC(=O)/C=C/c2ccc3c(c2)OCO3)s1	0%	4%
CCCCCCOC(=O)c1cccnc1	-11%	-7%
CCNC(=S)Nc1cccc([N+](=O)[O-])c1	-9%	3%
Cc1ccccc1N1C(=O)c2cc(N)ccc2N/C1=C\F	-4%	-2%
CC=C(/C(=C/C)c1ccc(O)cc1)c1ccc(O)cc1	-2%[20.6 µM]	?
COc1cc(C2c3cc4c(cc3C(O[C@@H]3OC5COC(c6cccs6)OC5C(O)C3O)C3COC(=O)C23)OCO4)cc(OC)c1O (stereo not given in full)	14%	?
COc1ccc(Oc2coc3cc(OCC(=O)N4CCCCC4)ccc3c2=O)cc1	15%	?
Cc1cc(C)c(NS(=O)(=O)c2ccc(NC(=O)/C=C/C(=O)O)cc2)c(C)c1	-1%	27%
CC(C)C(=O)OCC(=O)[C@@]12OC(C3CCCCC3)O[C@@H]1CC1C3CCC4=CC(=O)C=C[C@]4(C)C3[C@@H](O)C[C@@]12C (stereo not given in full)	12µM*	?
O=C(CSc1nc2c(cnn2-c2ccc(F)cc2)c(=O)[nH]1)N1N=C(c2cccs2)CC1c1ccc(F)cc1 (stereo not given)	-7%	1%
CCOC(=O)c1c(NC(=O)CSc2nc3cc(Cl)ccc3s2)sc(C(C)=O)c1C	-4%	1%
O=C(/C=C/c1ccc(F)cc1)Nc1nc2ccccc2[nH]1	-2%	4%
COc1c(O[C@H]2O[C@@H](CO)[C@@H](O)[C@@H](O)[C@@H]2O)cc2c(c1OC)-c1ccc(SC)c(=O)cc1[C@H](NC(C)=O)CC2	0%[20.6 µM]	0%[20.6 µM]
CC[C@]1([C@H]2O[C@@H]([C@@H]3O[C@](O)(CO)[C@@H](C)C[C@H]3C)C[C@H]2C)CC[C@@H]([C@]2(C)CC[C@@]3(C[C@@H](O)[C@@H](C)[C@@H]([C@H](C)[C@H](OC)[C@H](C)C(=O)O)O3)O2)O1	?	?
Cc1c(C)c2c(c(C)c1O)CCC(C)(CCCC(C)CCCC(C)CCCC(C)C)O2 (stereo not given)	-11%	0%
CN1c2ccccc2C(C)(C)C12CC(c1ccc(Cl)c(S(=O)(=O)N3CCCC3)c1)=NO2 (stereo not given)	4%	?
CCOc1ccc(/C=C2\N=C(c3cccs3)OC2=O)cc1OC	2%	7%
CCCCC(=O)OCC(=O)[C@]1(O)Cc2c(O)c3c(c(O)c2[C@H](OC2CC(NC(=O)C(F)(F)F)C(O)C(C)O2)C1)C(=O)c1c(OC)cccc1C3=O (stereo not given in full)	-15%	-5%
C[C@]12CC[C@H]3c4ccc(O)cc4CC[C@@H]3[C@H]1CC[C@@H]2OP(=O)(O)O	-6%	0%
CCCCCCCCCCCC(=O)OCC(O)CO (stereo not given)	-1%	0%
S=C1NC=NC2N=CNC12 (stereo not given)	?	17%

Next section
SMILES	SW480 rerep	MCF10A rereplic
CCCCC(=O)O[C@]1(C(=O)CO)CCC2C3CCC4=CC(=O)CCC4(C)C3C(O)CC21C (stereo not given in full)	6%	4%
O=[n+]1ccn([O-])c2ccccc21	-4%	-1%
CCc1ncnc2cc(OC)c(OC)cc12	0%	17%
Cc1cc2cc(CCNC(=O)C3c4ccccc4Oc4ccccc43)c(=O)[nH]c2cc1C	3%	11%
COc1ccc(O[C@H]2C=C[C@@H](c3ccccc3)O[C@@H]2COC(=O)CC/C(C)=N/O[C@@H](C)CN2CCCCc3nc(C)c(C)cc32)cc1	14%	0%
CC1=C(/C=C/C(C)=C/C=C/C(C)=C/C=C/C=C(C)/C=C/C=C(C)/C=C/C2=C(C)CCCC2(C)C)C(C)(C)CCC1	-3%	-2%
CC(C)[C@@H]1NC(=O)c2cc([N+](=O)[O-])cc(I)c2NCCCC[C@@H](C(=O)NC(CC(=O)O)C(N)=O)NC(=O)[C@H](CO)NC1=O (stereo not given in full)	0%	-1%
CC(=O)OC[C@H]1O[C@@H](O/N=C(\C)CCN2CCCCc3nc(C)c(C)cc32)[C@H](OC(C)=O)[C@@H](OC(C)=O)[C@@H]1OC(C)=O	10%	3%
COc1cccc([C@@H]2Oc3ccc(OC)cc3C(=O)[C@H]2OC(=O)NCc2ccc3c(c2)OCO3)c1	?	20%
O=c1oc2cc(OCc3ccc(F)cc3F)ccc2cc1-c1ccc2ccccc2n1	0%	?
O=C(CSc1nnc(NC(=O)c2ccccc2Cl)s1)Nc1ccc2c(c1)oc1ccccc12	-4%	23%
Cc1ccc(S(=O)(=O)NCl)cc1	8%	4%
COc1cc(/C=C2/C(=O)N(c3ccccc3)N=C2C)ccc1OS(=O)(=O)c1ccccc1	-3%	2%
COC(=O)[C@@]1(Cc2ccc(OC)cc2)[C@H]2c3cc(C(=O)N4CCCC4)n(Cc4ccc(OC)c(OC)c4)c3C[C@H]2CN1C(=O)c1ccccc1	?	?
NC[C@@H]1O[C@H](O[C@H]2[C@H](O)[C@H](O[C@@H]3O[C@H](CO)[C@@H](O)[C@H](N)[C@@H]3O)[C@@H](N)C[C@H]2N)[C@@H](O)[C@H](O)[C@@H]1O	-3%[20.6 µM]	1%[20.6 µM]
CCCOC(=O)c1ccccc1O	-5%	-4%
CC(C)[C@@H]1NC(=O)c2cc([N+](=O)[O-])cc(I)c2NCC[C@@H](C(N)=O)NC(=O)[C@H](CO)NC1=O	0%	3%
C#C[C@]1(O)CC[C@H]2[C@@H]3CCC4=CCCC[C@@H]4[C@H]3C(=C)C[C@@]21CC	3%	13µM*
CC(=O)NC1[C@H](O)C[C@@](O)(C(=O)O)O[C@H]1[C@H](O)[C@H](O)CO (stereo not given in full)	-1%	-1%
O=C(Nc1cccc(C(F)(F)F)c1)c1cc(Br)cc(Br)c1O	?	4.7µM*
CC1(C)SC2[C@H](NC(=O)C(NC(=O)N3CCNC3=O)c3ccccc3)C(=O)N2C1C(=O)O (stereo not given in full)	-4%	-2%
C#C[C@]1(O)CCC2C3CCC4=CC(=O)CCC4C3CC[C@@]21C (stereo not given in full)	3%	-6%
O=C(O)/C=C/c1ccccc1	-5%	0%
CCCc1ccc(C(=O)O)cc1	0%	8%
COCCN1C(=O)N[C@@H](c2ccc(Br)cc2)C(C(=O)OC)=C1C	2%	3%
COC1C(OC(=O)/C=C/C=C/C=C/C=C/C(=O)O)CCC2(CO2)C1C1(C)OC1CC=C(C)C (stereo not given)	?	?
Cc1ccc(S(=O)(=O)N2CC=C(C(=O)NCc3ccc(F)cc3)CC2)cc1	9%	3%

Compounds listed so far that have an aryl thioether with sulfur outside any ring:
SMILES	SW480 rerep	MCF10A rereplic
Cc1cc(=O)c(C(=O)N[C@@H](C(=O)N[C@@H]2C(=O)N3C(C(=O)O)=C(CSc4nnnn4C)CS[C@H]23)c2ccc(O)cc2)c[nH]1	0%	-2%
Cc1cccc(CSc2nc3ccncc3n2CC(=O)Nc2ccc(C)c(C)c2)c1	-4%	18%
CCN(CC)CCCNC(=O)c1ccc2c(SCC(=O)O)c3c(nc2c1)CCC3	1%	-20%
CCSc1nnc(NC(=O)/C=C/c2ccc3c(c2)OCO3)s1	0%	4%
O=C(CSc1nc2c(cnn2-c2ccc(F)cc2)c(=O)[nH]1)N1N=C(c2cccs2)CC1c1ccc(F)cc1 (stereo not given)	-7%	1%
CCOC(=O)c1c(NC(=O)CSc2nc3cc(Cl)ccc3s2)sc(C(C)=O)c1C	-4%	1%
COc1c(O[C@H]2O[C@@H](CO)[C@@H](O)[C@@H](O)[C@@H]2O)cc2c(c1OC)-c1ccc(SC)c(=O)cc1[C@H](NC(C)=O)CC2	0%[20.6 µM]	0%[20.6 µM]
O=C(CSc1nnc(NC(=O)c2ccccc2Cl)s1)Nc1ccc2c(c1)oc1ccccc12	-4%	23%

An excerpt; count on the stated rates, not on these rows.
